# Lipid storage S3: qHTS Assay for Lipid Storage Modulators in Drosophila S3 Cells. Drosophila S3 cells, BODIPY lipid droplet fluorescence, 18-24 h; cells fed with added oleic acid. Potency in µM for hits, for the others lipid storage change, negative = inhibition, % at the top dose, mostly 46.1 µM. hit rate 0.64% among 320,000. AID 2685; active = well fitted inhibition curve with a large enough effect in the signal ratio, with a control signal flat, not every such curve was filed as active; inconclusive = small, poorly fitted or top-dose-only effect, or effect the other way, or a change in a side signal; the % refers to the signal ratio
#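 Drosophila S3 cells got compounds at several concentrations plus oleic acid (400 uM solution). Laser-scanning cytometry with 488 nm excitation read lipid droplets at 500-530 nm and cells at 575-640 nm. Percent activity was relative to 20 uM Triacsin C.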
# Lipid storage S3 cell count max: further read-out of Lipid storage S3, marked with its call; cell number change, %; measured here: cell count max response;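 cells counted by Cell Tracker Red CMTPX staining in the red channel; peak over a dose series mostly up to 46.1 µM; percent activity relative to internal control wells on each plate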
# Starred values were filed as active, the others as inactive; i = inactive; ? = inconclusive; nt = not tested or not shown; [ ] = dose if it differs, or a comment. % is set by controls: 0 for no effect and ±100 for the full control effect; potency is the fitted concentration of half-maximal effect. This is a subset; rates above refer to the full screens.
compound | Lipid storage S3 | Lipid storage S3 cell count max
CCCCCC(CC(=O)NO)C(=O)NC(C(=O)N1CCCC1CO)C(C)C (stereo unspecified) | -3% | 10
COC(=O)C1C(O)=C(C=NC2CCCCC2)C(=O)CC1(C)C (stereo unspecified) | ? | nt
COC(C[C@H](O)C[C@H](O)[C@H](C)OCc1ccccc1)OC | ? | nt
CCN(CC)C(=O)c1ccc(-c2nnc(Nc3cccc(O)c3)c3ccccc23)cc1 | ? | nt
CN(C(=O)CC1C(=O)NCCN1Cc1ccccc1F)C1CCOCC1 (stereo unspecified) | ? | nt
O=C(/C=C/c1ccc(F)cc1)Nc1ccc(S(=O)(=O)N2CCOCC2)cc1 | ? | nt
Cc1ccc(SC(C)c2nc(-c3ccncc3)no2)cc1 (stereo unspecified) | ? | nt
CCN(CC)C(=O)C1CCN(Cc2ccc(OCc3ccccc3)cc2)CC1 | ? | nt
NC(=O)c1nsc(C(=O)N(c2cccc(O)c2)C(C(=O)NC2CCCC2)c2ccc(Cl)cc2)c1N (stereo unspecified) | i | 17
CCCC(=O)N(CC(=O)Nc1sc(C)c(C)c1C(N)=O)Cc1ccccc1 | ? | nt
O=C(Cc1ccc(Cl)cc1)Nc1cccc2ncccc12 | 20%[9.22 µM] | 7
CCN(CC)c1ccc(/C=C2/C(=O)c3ccc(C(=O)O)cc3C2=O)cc1 | ? | nt
CCN(CC)c1ccc(/C=N/N2CCN(c3ccccn3)CC2)cc1 | -1% | 6
CCCC(=O)Nc1c(-c2ccc(C)cc2)c(=O)c2ccccc2n1C | ? | nt
CN(CC(=O)Nc1ccc(C#N)cc1)CC(=O)Nc1ccc(N2CCOCC2)cc1 | 12% | -3
C=CCn1c(SCC(=O)NCC2CCCO2)nc2sc(C)c(C)c2c1=O (stereo unspecified) | ? | nt
O=C(Nc1ccc(F)c(F)c1)c1cc(S(=O)(=O)N2CCN(c3ccccn3)CC2)ccc1F | ? | nt
CCN(CC)C(=O)CSc1nnc([C@@H](N)Cc2ccccc2)o1 | ? | nt
COCC(=O)Nc1ccccc1C#N | ? | nt
CCCCCCCCCCCC(=O)c1c(O)cccc1O | ? | nt
COc1ccc2cc(-c3[nH]ncc3CNCCn3nc(C)cc3C)ccc2c1 | 7% | -11
Cc1ccc(C2CC(C(F)(F)F)n3nc(C(=O)NCc4ccco4)cc3N2)cc1 (stereo unspecified) | ? | nt
O=C(N/N=C/c1sc(N2CCOCC2)nc1-c1ccccc1)c1ccccc1Cl | ? | nt
Cc1c(C(=O)O)oc2c1C(O)CCC2 (stereo unspecified) | -25% | -25
O=C(NCc1cccnc1)C(=O)NC1CCCCC1 | -12% | -5
CC(C)C(=O)Nc1nnc(SCC(=O)NCc2ccco2)s1 | -10% | 2
O=C(Nc1cc(Cl)ccc1O)C1CC(c2c(F)cccc2Cl)=NO1 (stereo unspecified) | ? | nt
CC(C)c1cc(C(=O)NNC(=S)NC2CCCCC2)cs1 | ? | nt
COC(=O)c1cc(C(=O)N2CCN(c3ccccc3OC)CC2)cc([N+](=O)[O-])c1 | ? | nt
CN1CCN(c2ncnc3c2[nH]c2ccc(F)cc23)CC1 | i | nt
COCCNC(=O)c1cc(-c2ccccc2)n(CC2CC(c3ccc(OC)cc3)=NO2)n1 (stereo unspecified) | ? | nt
COC(=O)c1cccc(C(=O)N2CCCC(C(=O)c3cc(F)ccc3F)C2)c1 (stereo unspecified) | 2% | 18
CN(CC(=O)Nc1cccc2ccccc12)C(=O)/C=C/c1cccs1 | -3% | -6
Cc1ccc(C(=O)C2=C(O)C(=O)N(Cc3cccnc3)C2c2ccc(Cl)c(Cl)c2)o1 (stereo unspecified) | ? | nt
C=CCn1c(SC2CCOC2=O)nc2sc(CC)cc2c1=O (stereo unspecified) | ? | nt
CCCSc1nc(SCC(=O)NCc2ccccc2)c2c3c(sc2n1)COC(C)(C)C3 | ? | nt
COCC(=O)Nc1cc([N+](=O)[O-])ccc1OC | ? | nt
Cc1c(C(=O)N(C)C)c2ccc(Cl)cc2n1O | 0% | 9
CCOC(=O)CSc1nc2c(c(=O)[nH]c(=O)n2C)n1CCc1ccccc1 | 6% | 0
CC(=C\C(=O)O)/C(=C/c1ccc(C)o1)C(=O)O | -3% | -13
O=c1/c(=C/c2ccco2)sc2n1CN(c1cccc(Br)c1)CN=2 | ? | nt
NC(=S)N/N=C/c1ccccc1[N+](=O)[O-] | ? | nt
CN(C)/C=N/c1ncc(C(=O)c2ccc3ccccc3c2)s1 | -5% | 6
COc1ccc(OC)c2sc(NC(=O)CCSc3ccccc3)nc12 | ? | nt
COc1ccc(-n2c(NN)nc3sc4c(c3c2=O)CCCC4)cc1 | 19% | nt
Cc1ccc2cc(C=O)c(N3CCOCC3)nc2c1C | -1% | -3
CCOC(=O)C(NC(=O)c1ccc(OC)cc1)(N1CCOCC1)C(F)(F)F (stereo unspecified) | ? | nt
CCc1nc(Nc2ccccc2O)c2oc3ccccc3c2n1 | 6% | 1
CC(C)NC(=O)C1CCN(c2ccc(S(=O)(=O)N3CCOCC3)cc2Cl)CC1 | -2% | -1
CCC(C)[C@H](NC(=O)CCn1nnc2ccccc2c1=O)C(=O)O (stereo partly specified) | ? | nt
COc1cccc(NC(=O)CN2C(=O)NC3(CCCc4ccccc43)C2=O)c1 (stereo unspecified) | ? | nt
COc1ccccc1C(=O)Nc1nnc(SCC(=O)Nc2ccc3c(c2)oc2ccccc23)s1 | ? | nt
COc1ccc(C(C)=O)cc1CSc1nc2cc(C(=O)O)ccc2c(=O)n1Cc1ccccc1 | ? | nt
Nc1c(C(=O)Nc2ccccc2)c2nc3ccccc3nc2n1-c1ccc(O)cc1 | ? | nt
CCCn1nnc(NC(=O)c2ccco2)n1 | ? | nt
COc1ccc(-c2[nH]ncc2CNCC(C)(C)N2CCOCC2)cc1F | -3% | -15
Cc1ccc2c(c1)sc1ncc(NC(=O)c3ccc(F)cc3)c(=O)n12 | -8% | 10
C/C(=N/NC(=O)C1CC1(c1ccccc1)c1ccccc1)c1ccco1 (stereo unspecified) | ? | nt
CNCCCC1c2ccccc2C=Cc2ccccc21 | ? | nt
O=C(CN1C(=O)NC(CCc2ccccc2)C1=O)NC1CC1 (stereo unspecified) | ? | nt

# (more compounds)
compound | Lipid storage S3 | Lipid storage S3 cell count max
CC(=O)Nc1ccc(S(=O)(=O)N2CCCC(C(=O)O)C2)cc1 (stereo unspecified) | 6% | nt
CCOc1ccc(CNC(=O)c2cccc(NC(=O)C3=C(C)OCCS3)c2)cc1 | ? | nt
COc1cc(/C=N/NC(=O)c2ccc(COc3ccccc3Cl)o2)cc(Br)c1O | 15% | 2
COc1ccccc1-n1c(=O)c2c3c(sc2n2c(SC(C)C)nnc12)CCC3 | i | nt
CCN(CCCNC(=O)c1c(C)cc(=O)oc1C)c1cccc(C)c1 | i | nt
COCCOc1cc(N2C(=O)CSCC2=O)c(Cl)cc1Cl | -6% | -3
O=C(/C=C/Nc1ccccc1C(F)(F)F)c1ccco1 | 11% | -1
O=C(c1ccc(OC2CCN(CCc3ccccc3)CC2)cc1)N1CCC(CO)CC1 | ? | nt
CCCCn1c(N)c(N(CCC(C)C)C(=O)CC2CCCC2)c(=O)[nH]c1=O | ? | nt
COc1ccc(CSc2nnc(-c3ccncc3)n2N)cc1 | 10% | 21
CN(C)C(=O)c1cc2cc([N+](=O)[O-])ccc2s1 | ? | nt
CON/C=C(\C=Nc1ccc(Cl)cc1Cl)c1ncc(C(F)(F)F)cc1Cl | ? | nt
CCOC(=O)CSc1nnnn1-c1cc(OC)c(Cl)cc1OC | -8% | 23
COC(=O)C(C(=O)OC)c1ncccc1[N+](=O)[O-] | ? | nt
O=C(Nc1cccc(C(F)(F)F)c1)c1cc2c(=O)c3ccccc3oc2nc1C(F)(F)F | ? | nt
O=C1CCCN1Cc1ccccc1 | -25% | -29
CCO[C@@H]1OC(C(=O)NCc2nc3ccccc3[nH]2)=C[C@H](c2ccccc2)[C@H]1CCCO | ? | nt
O=C(Nc1cccc(/C=C/c2ccccn2)c1)c1cc(Cl)ccn1 | ? | nt
COCCCNC(=O)Cn1ncc2c(=O)oc3ccccc3c21 | 10% | 2
CC(=O)c1sc(NC(=O)CSCc2c(C)noc2C)nc1-c1ccccc1 | 20% | 4
O=C(NCc1ccc(F)cc1)C(=O)NCC1OCCN1S(=O)(=O)c1cccs1 (stereo unspecified) | 3% | 5
O=C(Cn1ccc(NC(=O)OCc2ccccc2)nc1=O)NCc1ccccn1 | ? | nt
O=C(Sc1ccc(Cl)cc1)c1cccc(Cn2cc(C(F)(F)F)ccc2=O)c1 | 3% | 20
O=C(Nc1ccc(F)cc1)Nc1csc2ccccc12 | ? | nt
Cc1ccc(C)c(C(=O)N(C)CC(=O)Nc2ccccc2C(F)(F)F)c1 | 0% | 22
CCC(Oc1ccc(C)c(C)c1)C(=O)N1CCCN(C)CC1 (stereo unspecified) | 1% | 4
O=C(O)/C(=C\c1ccccc1Cl)c1ccc(S(=O)(=O)N2CCCCC2)s1 | 0% | -11
O=C(NNC(=S)NCCCN1CCOCC1)c1ccncc1 | ? | nt
O=C(c1ccc(S(=O)(=O)N2CCOCC2)cc1)N1CCN(c2cccc(Cl)c2)CC1 | ? | nt
Cc1noc(C)c1C(=O)OCC(=O)Nc1ccccc1C(=O)NC(C)c1ccccc1 (stereo unspecified) | ? | nt
COc1ccccc1C1C(C(=O)c2ccco2)=C(O)C(=O)N1c1cc(C)on1 (stereo unspecified) | -17% | 11
O=C(CCc1nnc(CCCCc2ccccc2)o1)NC1CCCC1 | ? | nt
CCN(CC)c1ccc(/C=C(\C#N)C(N)=S)cc1 | -22% | -3
COc1cc(/C=C2\SC(c3ccc(C)cc3)=NC2=O)ccc1O | ? | nt
CCCc1nc(NCc2ccc3c(c2)OCO3)c2nnn(Cc3ccccc3Cl)c2n1 | 8% | 2
CCOC(=O)c1c(C)[nH]c(C(=O)COC(=O)C2CC2)c1C | ? | nt
O=C(CNC(=O)c1ccc([N+](=O)[O-])cc1)N/N=C\c1ccc(OC(=O)c2ccccc2)cc1 | i | 4
CN(C)c1ccc(/C=C(\NC(=O)c2ccccc2)C(=O)NCc2cccnc2)cc1 | ? | nt
COc1ccc(CC(NC(C)=O)C(=O)NC2CCN(c3c(Cc4ccccc4)c(C)nc4ncnn34)CC2)cc1OC (stereo unspecified) | 22% | 3
CCc1ccc(Oc2cc(C)nc(N)n2)cc1 | 6% | 13
Cc1ccc2[nH]c(=O)c(CC(=O)O)c(-c3ccccc3)c2c1 | 17% | 1
Cc1ccc(Cl)cc1NC1=NC(=S)N(C(C)C)C12CCCCC2 | 3% | 0
CCOc1ccc(NC(=O)Nc2ccc3nccnc3c2)cc1 | ? | nt
FC(F)(F)c1cccc(NC(=S)N(CCCN2CCCC2)Cc2cccn2Cc2ccc(Cl)cc2)c1 | ? | nt
Cc1ccc(-c2csc3ncnc(-n4nnc5ccccc54)c23)cc1C | ? | nt
CC1(C)OC(=O)C(=NNc2ccccc2)C(=O)O1 | 6% | 0
CCn1c(=O)cc(SCC(=O)NCc2cccnc2)c2ccccc21 | -14% | 14
COc1ccc(N2CCN(C(=O)CNS(=O)(=O)c3ccc(C)cc3)CC2)cc1 | 0% | 5
CC[n+]1ccc(C(=O)NCc2ccccc2)cc1 | ? | nt
NC(=O)c1ccccc1NC(=S)NC(=O)CCc1ccccc1 | 3% | -20
Cc1oc(-c2ccccc2)nc1CSc1nc2c(c(=O)[nH]1)CCC2 | 1% | 8
COc1ccc2[nH]cc(CCNS(=O)(=O)c3ccccc3)c2c1 | 9% | 18
Cn1c(=O)c2c(nc(NCCc3ccccc3)n2CC(=O)NCCc2ccccc2)n(C)c1=O | ? | nt
CC1CCCN(CCCNC(=O)c2coc3nc4ccccc4nc23)C1 (stereo unspecified) | ? | nt
O=C(COc1ccc(S(=O)(=O)N2CCCC2)cc1Cl)NC1CCCC1 | ? | nt
Cc1nc(C)n(C(C)CNC(=O)c2cccc(Br)c2)n1 (stereo unspecified) | i | 12
O=C(Nc1ccc(NC(=O)c2ccco2)cc1)c1ccc2c(c1)OCO2 | ? | nt
O=C(COc1ccc2ccc(=O)oc2c1)NC1CCCCC1 | 8% | 21

# Compound activity from PubChem BioAssay.
